CFTR F508del cor: CFTR F508del correction in bronchial cells. CFBE cells, YFP halide quenching; stimulated with forskolin plus potentiator P3; % fluorescence drop versus neutral controls. activity (quench increase), % at 7.58 µM. 350,000 tested, 0.36% active. AID 720511;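 active = mean added fluorescence quench of at least 8% versus neutral control, with both replicates also reaching 8%; inconclusive = only one of the mean or replicate conditions met; inactive = mean below 8% and not both replicates reaching 8%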;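 note: cells transiently co-express mutant CFTR-F508del with the halide-sensitive YFP; corrector assay measuring rescue of mutant channel to the surface after 24 h compound exposure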
EWS-Fli inh: blocks EWS/Fli oncoprotein-driven transcription. 350,000 tested, 0.67% active. inhibition, % at 12.6 µM. A673 NR0B1-luciferase reporter, viability-normalised. AID 651661;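 active = mean inhibition of at least 50% after viability correction, with every replicate also passing that limit; inconclusive = mean reaches 50% but only one of two replicates passes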;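 note: firefly luciferase signal divided by Alamar Blue viability fluorescence both relative to DMSO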
FN deposit inh: fibronectin deposition inhibition | AH1F fibroblasts, Alexa488-fibronectin deposition fluorescence, overnight | inhibition, % at 12.6 µM | 350,000 tested, 0.086% active | AID 743247;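 active = mean inhibition across replicates of 30% or more, regardless of how many single replicates reach that level; inconclusive = mean under 30% yet at least half of replicates reach 30%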;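 note: positive control wells lacked labelled fibronectin entirely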
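Assay system: AH1F fibroblast monolayer, labelled fibronectin deposition. Amount: 10000 cells per well. Also added: labelled fibronectin 24 nM. Compound: single-point pinned compound. Incubation: cell attachment 1 h, compound and FN exposure overnight. Detection: fluorescence after three HBSS washes, excitation 485 nm, emission 525 nm. Read-out: inhibition of fibronectin deposition signal.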
PAX8 reporter: lowers PAX8-driven luciferase in RMG-I cells | 360,000 tested, 1.2% active | RMG-I TPO-luciferase reporter, SteadyGlo, 24 h | inhibition, % at 12.6 µM;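 active = mean replicate inhibition at least 60% with every replicate also reaching 60%; inconclusive = only one of the two criteria is met; inactive = mean below 60% and not all replicates reaching 60%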;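 note: luciferase light reporting Pax8 driven TPO promoter activity; plate controls were median of neutral control wells for no effect and mitoxantrone controls for full effect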
GSIS activator: primary screen for activators of insulin secretion dependent on glucose, INS-1E cells, GLuc reporter luminescence; activation, % at 16.6 µM; 370,000 tested, 0.61% active; INS-1E GLuc reporter insulin secretion, 2-3 h;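 active = lowest replicate activation of at least 40%, so every replicate reaches that level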;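 note: 0% = median of neutral control wells and 100% = median of IBMX positive control wells; some compounds called inactive have numbers as strong as hits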
miR122 inh: miR-122 inhibition in Huh7 cells; Huh7 miR-122 Renilla luciferase sensor, 48 h; neutral wells = 0, positive control = 100; 340,000 tested, 0.3% active; activation (reporter increase), % at 12.5 µM;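 active = mean replicate activation score at least 90 and every replicate individually at or above 90; inconclusive = only one of the two criteria met; inactive = neither criterion met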;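 note: higher luciferase means less miR-122 activity so hits act as miR-122 inhibitors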
DENV2 CPE: protects cells from dengue virus 2 cytopathic effect; DENV2-infected cells, cytopathic effect rescue, plate reader; CPE inhibition, % at 9.99 µM; 350,000 tested, 1.7% active; AID 651640; in the data active = CPE inhibition above about 20%, passing the limit was not always enough; inconclusive = no clear call, values can overlap the other calls; tested in BHK-21 cells;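 note: 0% = median of neutral control wells and 100% = median of positive control wells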
* marks the source's active call; other numbers are inactive results; ? = inconclusive; . = not tested or not shown; [ ] = dose if it differs, or a comment.

SMILES	CFTR F508del cor	EWS-Fli inh	FN deposit inh	PAX8 reporter	GSIS activator	miR122 inh	DENV2 CPE
O=C(O)c1ccc(OCCn2ccnc2)cc1	2.7	1	1	3	.	-3	2
C[C@@H]1CCCCO[C@H](CN(C)C(=O)CCCN(C)C)[C@H](C)CN([C@@H](C)CO)C(=O)c2cc(NS(=O)(=O)c3cn(C)cn3)ccc2O1	-1.2	-6	.	-3	-3	-1[16.7 µM]	-7
CCN(CC)C(=O)CCc1nnc(Cc2cccc(C(F)(F)F)c2)o1	-0.2	-113	2	-166	9	.	-2
C[C@@H](NC(=O)C[C@H]1C[C@H]2c3cc(NC(=O)Nc4ccccc4F)ccc3O[C@H]2[C@H](CO)O1)c1ccccc1	3.4	9	.	13	6	-1[16.7 µM]	7
Cn1c(-c2cccc(Br)c2)n[nH]c1=O	1.4	-3	-5	-2	11	-1	5
O=C(O)c1ccc(CNC(=O)c2ccc3c(c2)C(=O)N(Cc2cccnc2)C3=O)cc1	-2.2	-2	.	-2	7	-5	-8
CC1=C(C(=O)N2CCOCC2)CC(CC(=O)NCCc2ccccn2)C(=O)N1CCCN1CCCC1=O (centres undefined)	-0.6	4	3	-10	-1	.	5
O=C1CCCN1c1ccc(S(=O)(=O)NCCOc2ccccc2)cc1	.	.	5	10	.	-1	.
COc1cc2sc3ccc(C#CC4(O)CCCCC4)cc3c(=O)c2cc1OC	4.0	-10	-14	-47	5	.	11
CCN1CCN(C(=O)c2ccc3nc(-c4ccccc4)c(-c4ccccc4)nc3c2)CC1	-3.5	.	4	-10	6	.	-7
C=CC[C@H](CC(=O)N(CCO)Cc1ccccc1)C(=O)N[C@H](COC(=O)[C@@H](CC=C)CC(=O)OC(C)(C)C)Cc1c[nH]c2ccccc12	1.1	12	7	47	-31	9	14
C[C@@H]1CCCCO[C@H](CN(C)C(=O)Nc2cccc3ccccc23)[C@@H](C)CN([C@H](C)CO)C(=O)c2cc(NC(=O)Nc3ccc4c(c3)OCO4)ccc2O1	0.5	4	.	8	1	8[16.7 µM]	2
COCCNC(=O)C[C@@H]1CC[C@H]2[C@@H](COC[C@H](O)CN2S(=O)(=O)c2ccccc2F)O1	-3.9	-2	4	-11	12	-3[16.7 µM]	1
COCc1cc(N2CCN(C(=O)OC(C)(C)C)C[C@@H]2C)ccc1N1C[C@@H](C)O[C@@H](C)C1	-0.9	5	6	3	.	.	-8
O=C(CCN1CCN(Cc2ccccc2)CC1)NNC(=O)Nc1cccc(C(F)(F)F)c1	1.1	.	5	15	0	.	-7
COC(=O)c1c(NC(NC(=O)c2ccccc2)(C(F)(F)F)C(F)(F)F)sc2c1CCN(C)C2	.	.	-11	9	14	-1	.
COc1ccc(CC(=O)OCC(=O)NNC(=O)c2ccccc2)cc1	-2.2	-16	4	-4	11	-4	-9
COc1ccccc1CNC(=O)C[C@@H]1C=C[C@H](NC(=O)CC2CC2)[C@@H](CO)O1	-0.1	9	5	-7	6	.	3
C[C@@H]1CCCCO[C@@H](CN(C)S(=O)(=O)c2ccccc2)[C@@H](C)CN([C@H](C)CO)C(=O)c2cc(NS(=O)(=O)c3ccccc3)ccc2O1	-1.5	9	0	-17	-14	5[16.7 µM]	-3
O=C(COC(=O)/C=C/c1ccc(OC(F)F)cc1)Nc1ccc(N2CCOCC2)cc1	-3.4	-16	0	-2	22	.	.
O=C(O)c1cc(O)ccc1NC(=O)C1CCCO1 (centres undefined)	-0.7	11	-1	-25	-4	-6	-4
Cc1nnc(SCC(=O)N2CCN(c3ccccc3F)CC2)n1C1CC1	-0.9	0	-1	-2	-3	.	0
COc1cccc(CNC(=O)[C@@H]2CCCN2C(=O)[C@@H]2CCCN2C(=O)c2ccc(Cl)cc2)c1	1.5	0	12	-4	-3	.	16
CCOC(=O)CSC1=C(C#N)C(c2ccccc2OCC)C(C(=O)OCC)C(=O)N1 (centres undefined)	.	.	2	9	.	3	.
COc1ccc(S(=O)(=O)Nc2cccc3c2O[C@H](CN(C)Cc2ccccc2)[C@@H](C)CN([C@@H](C)CO)C3=O)cc1	3.1	1	.	7	12	23[16.7 µM]	-6
COc1ccccc1C(=O)N(Cc1ccccc1)c1ccc(C)cc1	-3.4	.	-1	18	-2	.	-8
Cc1ccc2nc(Cl)c(/C=N/n3c(C)nnc3C)cc2c1	-0.2	-21	11	-16	19	0	-2
O=c1c(-c2ccccc2)coc2cc(O)ccc12	1.2	-88	.	.	.	-1	5
Cc1ccc(S(=O)(=O)N(C)C[C@H]2Oc3cc(C#Cc4ccncc4)ccc3S(=O)(=O)N([C@H](C)CO)C[C@H]2C)cc1	-1.0	-17	11	89*	1	-13[16.7 µM]	-2
C[C@@H]1CN([C@H](C)CO)C(=O)c2cc(C#CCN(C)C)cnc2O[C@@H]1CN(C)S(C)(=O)=O	-0.5	-14	1	.	5	0[16.7 µM]	-5
Cc1ccc(S(=O)(=O)Nc2ccc3c(c2)C(=O)N([C@@H](C)CO)C[C@@H](C)[C@@H](CN(C)Cc2ccccc2)O3)cc1	4.0	.	.	16	-6	-2[16.7 µM]	5
Cc1cccc(C(=O)Nc2ccc(NC(=O)CN3CCOCC3)cc2)c1	-1.5	-8	-3	-11	20	4	-1
Cn1nnnc1N=N/C(=N/Nc1ccccc1)c1ccccc1	13*	-11	10	48	11	31	7
COc1cccc(/C=C2\Oc3ccc(O)cc3C2=O)c1O	-3.1	-4	-5	-28	7	2	?
COc1ccc2c(c1)CCc1c-2n[nH]c1C(=O)NCCC(C)C	.	-15	2	-111	-37	-3	0
CC1CCC2(CC1)C(Nc1cccc(Cl)c1)=NC(=S)N2CC#N (centres undefined)	.	.	0	-17	.	-2	.
CN1CCN(Cc2nc3cc(NC(=O)COc4ccc([N+](=O)[O-])cc4)ccc3n2C)CC1	-0.4	2	-2	-15	10	21	14
C[C@H]1CCCCO[C@H](CN(C)S(=O)(=O)c2cccs2)[C@@H](C)CN([C@@H](C)CO)C(=O)c2cc(NS(=O)(=O)c3ccccc3)ccc2O1	2.3	4	-14	31	-3	35[16.7 µM]	11
CCC(=O)N1CCc2cc(S(=O)(=O)CCC(=O)NCc3ccc4c(c3)OCO4)ccc21	.	.	-8	-15	.	-1	.
CN(Cc1ccccc1)C(=O)c1cccc(NC(=O)Cc2ccc(NC(=O)C3CCN(S(=O)(=O)c4cccc([N+](=O)[O-])c4)CC3)cc2)c1	-1.2	16	12	28	-1	.	0
COc1ccc(NC(=O)N(C)C[C@H]2OCCCC[C@@H](C)Oc3ccc(NS(C)(=O)=O)cc3C(=O)N([C@@H](C)CO)C[C@H]2C)cc1	1.1	-6	.	-17	7	1[16.7 µM]	10
C[C@H](CO)N1C[C@H](C)[C@H](CN(C)C(=O)CCCN(C)C)OCCCC[C@H](C)Oc2ccc(NC(=O)Nc3cccc4ccccc34)cc2C1=O	0.4	-12	.	9	-4	2[16.7 µM]	11
O=C(CCN1CCCCC1)NCC[C@@H]1CC[C@H](NC(=O)C2CCCCC2)[C@H](CO)O1	0.8	-10	-8	.	-9	.	-2
COc1ccc(Cn2c(=O)[nH]c3cc(OC)c(OC)cc3c2=O)cc1	6.2	0	2	-6	.	-1	3
COc1ccc(CNC(=O)CSC(=S)N2CCCC2)cc1	-2.0	-4	-8	0	24	.	0
O=C(COC(=O)c1cc(S(=O)(=O)N2CCCC2)ccc1O)Nc1ccccc1Br	0.8	-4	3	3	11	.	?
COc1ccc(NC(=O)NN2CCN(C)CC2)c(OC)c1	-1.9	-1	5	0	-15	0	-6
C[C@@H]1CCCCO[C@H](CN(C)Cc2ccccc2)[C@H](C)CN([C@H](C)CO)C(=O)c2cc(NC(=O)CCC(F)(F)F)ccc2O1	2.2	-3	-2	-6	-3	-3[16.7 µM]	37*
CN(C)CC(=O)N1[C@@H](C#N)[C@@H](c2ccc(-c3cccc(C(=O)N(C)C)c3)cc2)[C@@H]1CO	-0.5	-9	-6	-39	0	.	6
O=[N+]([O-])c1ccc(COc2cccc(CN3CCOCC3)c2)cc1	-3.1	-27	-7	-11	-8	0	2
COc1ccc(N2C(=O)c3ccccc3S2(=O)=O)cc1	-0.3	-8	-3	-14	19	4	-4
O=C(Cn1nc2sc3ccccc3n2c(=O)c1=O)c1cccs1	0.6	-5	5	10	16	1	1
CCOC(=O)Nc1csnn1	7.4	-5	-2	7	16	.	1
O=C(c1ccc(=O)[nH]c1)N1CCCc2ccccc21	0.9	-6	-5	5	9	5	1
CN(C)C(=O)c1ccc(-c2ccc([C@@H]3[C@@H](C#N)N(C(=O)Cc4ccccn4)[C@H]3CO)cc2)cc1	1.2	-5	5	-8	-6	.	-12
Cc1cc(OC(C)C(=O)NC(Cc2c[nH]c3ccc(O)cc23)C(=O)O)c2c(C)c(C)c(=O)oc2c1 (centres undefined)	-2.8	-4	.	.	-2	-2	1
N#C[C@H]1[C@H](c2ccc(C#CC3CC3)cc2)[C@H](CO)N1S(=O)(=O)c1ccccc1	-1.6	6	5	5	-2	.	-14
Cc1cc(C)c2sc(NC(=O)c3ccc([N+](=O)[O-])o3)nc2c1	-0.4	-36	-4	-12	.	.	?
Cc1ccnc(NC(=O)c2ccc3c(c2)C(=O)N(CC2CCCO2)C3=O)c1 (centres undefined)	-2.5	9	-1	-12	-14	.	1
CO[C@H]1CN(C)C(=O)c2cc(NC(=O)Nc3cc(F)ccc3F)ccc2OC[C@@H](C)N(C(=O)c2ccccn2)C[C@H]1C	-1.6	4	12	3	-24	.	6

An excerpt from above in order of count of non-hydrogen atoms, highest first.
SMILES	CFTR F508del cor	EWS-Fli inh	FN deposit inh	PAX8 reporter	GSIS activator	miR122 inh	DENV2 CPE
C[C@@H]1CCCCO[C@H](CN(C)Cc2ccccc2)[C@H](C)CN([C@H](C)CO)C(=O)c2cc(NC(=O)CCC(F)(F)F)ccc2O1	2.2	-3	-2	-6	-3	-3[16.7 µM]	37*
Cc1cc(OC(C)C(=O)NC(Cc2c[nH]c3ccc(O)cc23)C(=O)O)c2c(C)c(C)c(=O)oc2c1 (centres undefined)	-2.8	-4	.	.	-2	-2	1
O=C(CCN1CCCCC1)NCC[C@@H]1CC[C@H](NC(=O)C2CCCCC2)[C@H](CO)O1	0.8	-10	-8	.	-9	.	-2

Further structures.
SMILES	CFTR F508del cor	EWS-Fli inh	FN deposit inh	PAX8 reporter	GSIS activator	miR122 inh	DENV2 CPE
CCOC(=O)c1cnc(SCC(=O)Nc2cc(OC)ccc2OC)nc1N	.	.	1	17	.	-9	.
O=C(CSc1nc(-c2ccccc2Cl)ns1)NCc1ccc2c(c1)OCO2	.	.	1	-6	-24	.	.
Cc1cc(C)n(CCNC(=O)c2ccc3c(c2)OCO3)n1	1.5	-21	0	-45	3	3	-5
COCCN(C(=O)COC(=O)CCc1ccccc1)c1c(N)n(Cc2ccccc2)c(=O)[nH]c1=O	1.8	-3	10	0	16	-4	-1
O=C(O)c1ccccc1Nc1ccnc(C(F)(F)F)c1	-0.1	18	-2	5	1	4	-3
Cn1c(=O)oc2cc(S(=O)(=O)Nc3ccc(Cl)cc3F)ccc21	1.4	2	4	-5	3	2	14
Nc1ccc(Cl)c(S(=O)(=O)Nc2ccc(Cl)cc2)c1	2.4	3	-1	-15	-36	72	-2
O=C(C1CCCN(Cc2ccc(Br)cc2)C1)N1CCCCC1 (centres undefined)	-2.5	10	-9	11	2	-1	17
COc1ccc(-c2cc(N)n(S(=O)(=O)Cc3ccccc3)n2)c(OC)c1	2.8	4	-4	7	.	6	0
S=C(Nc1ccccc1Cl)N1CCOCC1	.	.	-2	-20	-11	.	.
CC(C)c1ccc(C(O)c2nc3ccccc3n2C)cc1 (centres undefined)	-0.4	0	7	1	12	7	4
Cc1ccccc1S(=O)(=O)NC(=O)C1(C)CCN1C(=O)C1(c2ccccc2)CCCC1 (centres undefined)	0.6	-4	5	11	63	6	-8
COc1ccc(CNC(=O)C2CCN(C(=O)c3csc(Nc4ccc(C)cc4)n3)CC2)cc1	-0.2	-12	6	17	-14	-2	3
